All columns: NCI-60 one-dose screen, growth in % after 48 h at 10 µM unless noted; 100 = growth as untreated, 0 = no growth, -100 = all killed.
NCI-H522 – NCI-H522 lung cancer | 8% of 78,000 active
ACHN – ACHN renal cancer; 4.9% of 81,000 active
CAKI-1 – CAKI-1 renal cancer; AID 1794772; 4.7% of 75,000 active
NCI/ADR-RES – NCI/ADR-RES ovarian cells | 4.4% of 81,000 active
A498 – A498 renal cancer cells; 5.4% of 76,000 active
NCI-H226 – NCI-H226 lung cancer. 3.5% of 79,000 active
NCI-H460 – NCI-H460 lung cancer. 6.8% of 82,000 active. AID 1794736
RXF 393 – RXF 393 renal cancer cells; 6.9% of 77,000 active; AID 1794773
NCI-H23 – NCI-H23 lung cancer; 4% of 80,000 active; AID 1794731
Active calls of the source: *; nt = not tested or not shown. The calls were made as follows: active = growth percent below 10; inactive = the rest. Random draw from the library; overall some 12% were active at least once.

SMILES	NCI-H522	ACHN	CAKI-1	NCI/ADR-RES	A498	NCI-H226	NCI-H460	RXF 393	NCI-H23
Nc1nc(N)nc(Cc2nc3ccccc3s2)n1	83	92	97	98	124	87	105	111	92
COC(=O)[C@@H](NC(=O)Cn1cc(CNC(=O)OC(C)(C)C)nn1)C(C)C	80	nt	106	nt	103	nt	112	132	nt
O=S(=O)(NCCCNc1nccc(-c2[nH]c(-c3ccccc3)nc2-c2ccc(F)c(O)c2)n1)c1ccc(Cl)cc1	89	83	87	96	97	87	77	101	94
CC(=O)c1cc2c(N)c(C(=O)Nc3ccccn3)sc2nc1C	77	99	nt	95	30	87	46	86	87
COc1cc2cc(Oc3ccc(NC(=O)c4cccc(C(F)(F)F)c4)cc3)c(C)nc2cc1OCCN(C)C	100	87	75	81	100	96	47	40	90
CN1C(=O)/C(=C/c2ccccc2)S/C1=N/c1nccs1	97	82	75	84	129	77	90	94	86
Nc1ccn(C2C=CC(CO)O2)c(=O)n1 (stereo not given)	116	105	nt	106	112	96	111	103	106
CC1CCCCC[N+]12CCCC2 (stereo not given)	nt	101	99	111	109	94	113	92	111
COc1ccc(/C=c2\sc3n(c2=O)C2C(NN=3)N(C)C(=O)N2C)cc1 (stereo not given)	10	45	32	10	-21*	94	9.5*	nt	36
N=C(N)N(Cc1ccccc1)Cc1ccccc1	93	102	100	107	93	nt	104	103	94
N#CC(Cc1ccccc1)c1cc2ccccc2[nH]1 (stereo not given)	nt	95	75	98	90	nt	101	105	96
COc1ccc(C(=O)/C=C/c2ccccc2)cc1S(=O)(=O)Nc1c(N)nc(SC)[nH]c1=O	72	103	89	100	87	96	78	93	91
CN(Cc1cnc2nc(N)nc(N)c2n1)c1ccc(C(=O)N[C@@H](CCc2nn[nH]n2)C(=O)O)cc1	35	23	25	22	54	32	15	64	22
FC(F)(F)c1cccc(/C=C/c2nn3c(-c4ccccc4)nnc3s2)c1	97	98	92	96	87	87	101	95	95
Cc1ccc2c(c1)=N/C(=N/c1[nH]c(O)c3ccccc13)N=2	91	87	68	53	104	48	59	91	73
COc1ccc(-c2cnnc3c(-c4cccc(C(F)(F)F)c4)cnn23)cc1	27	15	-32*	60	79	61	36	nt	70
CC(=O)COc1ccccc1NC(C)=O	nt	100	99	114	122	95	103	97	111
Cc1ccc(-c2csc(NC(=O)c3cc(-c4ccc(Br)cc4)nc4ccccc34)n2)cc1	78	94	nt	95	nt	90	nt	105	81
O=S(=O)(O)c1ccccc1N=Nc1c(S(=O)(=O)O)cc2cc(S(=O)(=O)O)c(N=Nc3ccccc3S(=O)(=O)O)c(O)c2c1O	104	96	98	103	103	114	121	124	107
c1ccc2cc(C[n+]3ccn(CCCCCCCCCCCCn4cc[n+](Cc5ccc6ccccc6c5)c4)c3)ccc2c1	-74*	10	42	62	-33*	-42*	-70*	-52*	-80*
O=C(Nc1cnc2ccccc2c1)c1ccncc1	105	107	87	106	104	95	109	109	87
Nc1nc2c(c(=O)[nH]1)C1(C(=O)Nc3ccccc31)c1c(nc(N)[nH]c1=O)N2	nt	105	102	102	108	91	104	97	106
CCOC(=O)c1ccc(NC(=O)Cn2cnc3c(N(CC)CC)ncnc32)cc1	102	99	90	87	77	99	102	105	105
O=S(=O)(CCS(=O)(=O)c1ccccc1)c1ccccc1	78	100	93	101	95	109	103	119	100
CCOC(=O)Cc1c[nH]c2ccc([N+](=O)[O-])cc12	88	99	104	131	112	97	112	109	111
The list continues:
SMILES	NCI-H522	ACHN	CAKI-1	NCI/ADR-RES	A498	NCI-H226	NCI-H460	RXF 393	NCI-H23
Cc1ccc2ccccc2c1[N+](=O)[O-]	88	118	109	99	120	107	110	116	103
Cc1nc(Cl)c2c(n1)N(C)c1ccccc1C(C)C2 (stereo not given)	73	96	91	94	75	104	90	99	81
CC/C=C\C[C@H](O)C/C=C1/C(=O)C=C[C@@H]1C/C=C\CCCC(=O)OC	-70*	-58*	-16*	21	103	-35*	-46*	-20*	-7.4*
CCOC(=O)c1c2c(c(C)n1Cc1ccc(OC)cc1)-c1nc(N)ncc1CC2	114	106	101	104	111	92	111	116	125
O=c1cc(CF)[nH]c(=O)[nH]1	77	104	99	105	91	91	97	115	104
O=c1ccnc2n1CCN2	100	104	100	107	97	101	113	99	92
COc1ccc(NC(=O)[C@@H]2CCC(=O)N2C)cc1OC	82	99	92	98	89	nt	106	107	103
CCCCCC(C)(CC(=O)O)CC(=O)O	nt	103	116	119	113	97	108	101	115
COC(=O)CCC/C=C\C[C@H]1C=CC(=O)/C1=C/C[C@@H](O)CCc1cccc(C(F)(F)F)c1	-75*	-87*	13	9.6*	-27*	-48*	-42*	-73*	-14*
CN(C)c1ccc(-c2cc(-c3ccc(Nc4nc(Nc5ccccc5)nc(Nc5ccc(Cl)cc5)n4)cc3)nc(N)n2)cc1	56	46	40	15	nt	59	42	54	48
Cn1c(=O)c2c(nc(CCCCc3nc4c(c(=O)n(C)c(=O)n4C)n3C)n2C)n(C)c1=O	90	109	101	114	109	109	118	115	106
OC(Cc1cccnc1)c1ccccc1 (stereo not given)	101	101	119	107	87	107	98	114	103
C[C@@]1(O)[C@H](c2ccccc2Br)OC(=O)N1CCc1ccc2c(c1)OCO2	79	109	103	105	93	nt	103	nt	105
CC(=O)N/N=C1\CC2CCC1(C)C2(C)C (stereo not given)	106	102	94	106	111	90	107	119	100
CCCNc1ncnc2c1cnn2C1CCCCO1 (stereo not given)	95	102	87	101	106	98	99	111	101
CN(C)c1ccc(N=Nc2ccccn2)c(O)c1	27	6.7*	nt	12	48	14	5.5*	46	16
NC(=O)N/N=C1/CCC(OCc2ccccc2)CC1CC(=O)O (stereo not given)	nt	100	96	105	114	97	109	103	106
CCCCC[n+]1ccc(SCC(=O)N(C)c2ccc(Br)cc2)c2ccccc21	95	106	100	108	nt	112	109	131	101
C[C@H]1[C@@H]2[C@H]3CC[C@@H]4[C@@]5(C)CC[C@H](O)C(C)(C)[C@@H]5CC[C@@]4(C)[C@]3(C)CC[C@]23COC1(C)[C@@H](C(=O)/C=C\c1ccc(C(F)(F)F)cc1)C3	96	103	94	98	110	93	102	94	94
O=C(CN1CCN(c2cc(=O)[nH]c3ccc(F)cc23)CC1)Nc1ccc(F)cc1	91	93	101	97	66	87	91	81	97
Nc1nc(-c2ccccc2)c2cc[nH]c(=O)c2n1	87	100	95	101	100	103	111	106	106
COc1ccc(-c2cc(-c3cn(-c4cccc(Cl)c4)nc3-c3ccc(OC)cc3)c(C#N)c(=O)[nH]2)cc1	72	102	94	102	92	80	74	83	97
Nc1cc(S(=O)(=O)O)c(O)c2c1C(=O)c1c(O)c(S(=O)(=O)O)cc(N)c1C2=O	90	111	nt	105	100	103	103	100	102
CC(C)(C)c1cc(C(=O)Nc2ccccc2C(=O)NCCN)cc(C(C)(C)C)c1	16	-90*	45	23	-12*	78	-55*	-89*	80
Cc1nnc(/N=C2\NC(=O)CS2)s1	81	101	nt	103	119	104	105	116	102
Remaining list, next part
SMILES	NCI-H522	ACHN	CAKI-1	NCI/ADR-RES	A498	NCI-H226	NCI-H460	RXF 393	NCI-H23
Cc1ccc(/C=C2/C3=C(C4CCC2N4C)[C@@H](c2ccc(C)cc2)C(C#N)=C(N)O3)cc1 (stereo not given in full)	87	104	82	93	63	102	93	93	70
O=C(Nc1ccc(Br)cc1F)c1cc(I)ccc1O	-30*	6.1*	-17*	4.8*	-41*	nt	6.0*	1.5*	5.0*
O=C(Cn1nnc2ccccc21)N/N=C/c1cc2ccccc2o1	94	98	93	99	101	95	105	96	100
CCCSc1nc2ccccc2cc1/C=N/O	84	92	84	104	116	86	99	118	92
O=C1c2cc(S(=O)(=O)O)ccc2C(=O)c2c1cccc2[N+](=O)[O-]	97	111	102	111	103	111	115	128	nt
Cc1cc2ncn(C3CC(O)C(CO)O3)c2cc1C (stereo not given)	95	104	101	109	135	108	114	112	106
N#CC1=C(N)OC2=C(C(=O)c3ccccc3C2=O)C1c1ccc(O)cc1 (stereo not given)	98	89	90	95	117	nt	104	nt	26
CCOC(=O)C(Cc1ccccc1)n1c(O)c(/C=N/c2ncc(Cc3ccc(Cl)cc3Cl)s2)sc1=S (stereo not given)	-23*	3.4*	13	5.7*	-27*	15	2.0*	2.5*	11
CC(NCCO)c1ccccc1 (stereo not given)	82	105	94	92	nt	104	106	nt	93
O=C(O)C(O)C(O)C(O)C(O)C(O)C(O)CO (stereo not given)	140	105	111	109	110	105	111	111	111
COCC(=O)c1ccccc1	89	102	98	101	100	103	103	107	101
COc1ccc(C2CC(c3cc4ccccc4oc3=O)=NN2c2ccc(S(=O)(=O)NC(=O)NCc3ccccc3)cc2)cc1OC (stereo not given)	nt	58	49	83	51	74	65	85	67
O=C(O)c1ccc(N/N=C/c2cn(-c3ccc(C(=O)O)cc3)nc2-c2cc3ccccc3oc2=O)cc1	94	97	85	104	106	101	109	111	95
COc1ccccc1NCC(=O)Nc1ncc(Cc2ccccc2)s1	86	98	79	104	103	95	104	99	92
CCOc1ccc(Nc2nc3c(s2)C(=O)c2ccccc2C3=O)cc1	52	75	74	75	77	87	94	105	42
Cc1ccc([P+](Cc2ccc([N+](=O)[O-])cc2)(c2ccc(C)cc2)c2ccc(C)cc2)cc1	1.0*	97	95	100	66	81	60	67	41
CC1=CC(=O)OC(C)(C)C1	93	102	105	99	111	98	113	113	99
CCCNC(=O)CCCNc1ncnc2c1ncn2-c1ccccc1	100	94	95	100	100	84	101	109	107
O=c1c2ccccc2n(CC(O)CN2CCCC2)c2cc(Cl)ccc12 (stereo not given)	86	101	108	88	73	109	99	94	89
CC(=O)N1CCNCC1	97	110	nt	102	107	109	110	114	98
COc1ccc(C(=O)CSc2nnc(-c3c[nH]c4ccccc34)n2-c2ccccc2)cc1	46	23	61	16	111	0.1*	66	nt	56
N#CCSc1nnc2n(Cc3ccccc3)c(=O)c3c4c(sc3n12)CCCC4	104	106	86	91	93	102	108	83	105
CC(C)N1CCC(CC(O)(c2ccccc2)c2ccccc2)C1 (stereo not given)	99	96	90	103	89	96	103	107	103
CS(=O)(=O)Nc1ccc(C(=O)CCN2CCCCCC2)cc1	nt	111	109	113	94	101	111	121	104
N#Cc1nc(-c2ccccc2)oc1N1CC[C@H](CO)C1	96	102	93	96	79	92	105	95	95
(further entries)
SMILES	NCI-H522	ACHN	CAKI-1	NCI/ADR-RES	A498	NCI-H226	NCI-H460	RXF 393	NCI-H23
N#C/C(=C\c1cccc2ccccc12)C(=O)Nc1sc2c(c1C#N)CCC2	84	98	88	100	78	85	102	102	96
N#CC1OC(COC(=O)c2ccccc2)C(OC(=O)c2ccccc2)C1OC(=O)c1ccccc1 (stereo not given)	98	107	94	105	109	98	107	100	106
CCc1ccc(CCC(=O)Nc2ncc(Cc3ccccc3)s2)o1	-2.3*	44	33	13	23	64	7.6*	2.1*	38
C[N+]1(C)C2CCC1CC(OC(=O)C(O)c1ccccc1)C2 (stereo not given)	53	103	99	98	113	105	111	128	104
c1ccc2c(c1)nc(-n1ccnc1)c1nc3ccccc3n12	27	32	56	49	80	66	41	65	66
Brc1ccc(-c2csc(Nc3ccccn3)n2)cc1	78	217	84	74	91	73	92	118	59
CNC(=O)c1cc(Oc2ccc3nc(NC(=O)c4cc(-n5cnc(C)c5)cc(C(F)(F)F)c4)sc3c2)ccn1	106	106	93	99	97	95	104	106	95
CC(C(=O)NO)N1C(/N=C/c2ccccc2)=NNC1(C)c1ccccc1O (stereo not given)	95	90	96	102	100	88	100	100	87
O=C(c1ccccc1)c1cccs1	105	104	100	113	106	93	103	107	102
COc1ccc(/C=N/NC(=O)c2[nH]c(=O)c3c(=O)[nH]c(-c4ccccc4)cc3c2O)cc1	74	105	109	111	74	98	101	nt	97
CN=C(NC)c1ccc(NC(=O)c2ccc(C(=O)Nc3ccc(C(=NC)NC)cc3)c(N)c2)cc1	99	113	93	106	97	99	98	114	109
CCN(CC)Cc1cc(Nc2c3ccccc3nc3cc(Cl)ccc23)ccc1O	-81*	-97*	-75*	-38*	-61*	-48*	-74*	-91*	-83*
O=C(Cn1nncc1CN1C(=O)CSC1=O)Nc1cccc(O)c1	99	99	87	100	120	88	105	121	97
O=C(NCc1ccco1)c1ccccc1I	133	110	103	118	98	104	114	101	109
Cc1oc2ncnc(Nc3cccc(F)c3)c2c1C(=O)NCCO	88	103	91	114	83	106	105	109	100
O=C(O)CN1C(=O)c2cccc([N+](=O)[O-])c2C1=O	88	90	97	101	102	106	105	112	104

Compound activity as filed in PubChem.
